Keap1 Nrf2 FP: Keap1-Nrf2 protein-protein interaction inhibitors, primary screen, biochemical, fluorescence polarization, single point; Keap1 Kelch-Nrf2 peptide fluorescence polarization, 1536-well; Kelch-like ECH-associated protein 1 (Homo sapiens), Q14145; inhibition, % at 9.4 µM; AID 504523, 2011; actives 0.15% (n = 340,000); in the data active = inhibition above about 12%;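 note: human Keap1 Kelch domain with fluorescein labeled Nrf2 9mer peptide probe; 0% = neutral control wells and 100% = peptide positive control; higher means more block of Keap1 binding to Nrf2 peptide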
Target sequence (Q14145 whole entry, looked up, the tested form may be a part): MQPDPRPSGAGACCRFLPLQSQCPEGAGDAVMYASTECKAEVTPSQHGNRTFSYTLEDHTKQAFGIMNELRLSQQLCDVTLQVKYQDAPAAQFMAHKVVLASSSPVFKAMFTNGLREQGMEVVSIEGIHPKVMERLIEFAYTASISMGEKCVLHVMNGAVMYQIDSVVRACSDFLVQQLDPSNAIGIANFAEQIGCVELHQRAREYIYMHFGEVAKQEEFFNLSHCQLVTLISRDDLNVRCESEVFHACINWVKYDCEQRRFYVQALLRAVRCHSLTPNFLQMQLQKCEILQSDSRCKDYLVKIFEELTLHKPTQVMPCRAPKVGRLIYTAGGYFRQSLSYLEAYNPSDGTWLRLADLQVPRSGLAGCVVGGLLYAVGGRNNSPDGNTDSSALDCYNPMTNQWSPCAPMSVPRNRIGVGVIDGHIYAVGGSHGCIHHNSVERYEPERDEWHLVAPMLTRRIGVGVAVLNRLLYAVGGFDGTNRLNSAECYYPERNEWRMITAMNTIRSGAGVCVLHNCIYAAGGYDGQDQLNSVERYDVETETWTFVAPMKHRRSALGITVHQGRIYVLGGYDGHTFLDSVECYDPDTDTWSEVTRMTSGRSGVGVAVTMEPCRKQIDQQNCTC
Arr AP2 block: inhibitors of beta-arrestin/AP2 binding, primary screen, biochemical, GPCR trafficking, flow cytometry; AID 504490, 2011; inhibition, % at 10 µM; FITC-arrestin peptide / GST-AP2 beads; AP2 beta2 appendage carries R879A mutation; beta-arrestin 1 C-terminal peptide binding to AP2 beta2-adaptin appendage (human); actives 0.31% (n = 340,000);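 active = inhibition above a set limit, near 3 SD of compounds lacking own fluorescence, cut at about 54% in these data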;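 note: plate controls were DMSO wells for no effect and 5 µM unlabelled arrestin peptide for full effect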
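Material – GST-tagged AP2 beta2-adaptin appendage (R879A) on 4 µm glutathione beads · Probe or stimulus – fluorescein-tagged arrestin peptide at 50 nM final · Timing – 12 min plus 1 h, RT · Detection – bead flow cytometry, FITC channel · Read-out basis – inhibition as reduced fluorescein signal on beads, percent · Medium – PBS plus Tween 20 (0.05%) and BSA (0.1%)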
SR-BI DiI inh: inhibitors of SR-BI mediated HDL lipid uptake, primary screen, ldlA[mSR-BI] cells, fluorescence, single point. inhibition, % at 12.5 µM. ldlA[mSR-BI] CHO cells, DiI-HDL uptake fluorescence, 3 h. Scavenger receptor class B member 1 (Mus musculus), Q61009. actives 0.96% (n = 320,000);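 active = mean replicate inhibition of at least 70% and a set share of replicates each scoring 70 or more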;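 note: 0% = median of neutral control wells and 100% = median of positive control wells; values of inactives mirror those of a sister screen read the other way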
Target sequence (Q61009 whole entry, looked up): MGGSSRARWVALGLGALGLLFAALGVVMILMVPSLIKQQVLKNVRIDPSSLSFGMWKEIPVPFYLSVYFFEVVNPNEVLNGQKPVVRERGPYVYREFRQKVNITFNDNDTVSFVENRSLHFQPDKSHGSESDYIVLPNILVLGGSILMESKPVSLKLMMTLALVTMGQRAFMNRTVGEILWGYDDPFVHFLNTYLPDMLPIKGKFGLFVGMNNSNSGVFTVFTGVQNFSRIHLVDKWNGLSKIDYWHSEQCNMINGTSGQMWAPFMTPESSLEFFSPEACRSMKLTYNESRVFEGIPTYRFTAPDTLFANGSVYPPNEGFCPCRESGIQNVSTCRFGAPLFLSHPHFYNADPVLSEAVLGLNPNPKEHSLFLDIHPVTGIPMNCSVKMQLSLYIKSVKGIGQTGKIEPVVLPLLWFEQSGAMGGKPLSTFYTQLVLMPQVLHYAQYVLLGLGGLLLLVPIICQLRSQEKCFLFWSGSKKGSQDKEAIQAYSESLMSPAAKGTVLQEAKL
PKA-R2B activ: activators of PKA-R2B holoenzyme, primary screen, biochemical, fluorescence polarization, Cy5-IP20, human; cAMP-dependent protein kinase catalytic subunit beta (Homo sapiens) + cAMP-dependent …; activation, % at 11.4 µM; AID 504700, 2011; actives 0.079% (n = 340,000); PKA-R2B holoenzyme dissociation; R2B truncated from residue 108, S112A mutant; 0% DMSO only, 100% 113 µM cGMP;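 active = activation above a cutoff set at the mean over all compounds plus 3 SD, cut at about 18% in these data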;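 note: higher means more holoenzyme dissociation and a rise in polarization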
DAGLB inhibitor: DAGLB lipase inhibitors, primary screen, biochemical, fluorescence, HTS; Diacylglycerol lipase-beta (Homo sapiens), Q8NCG7; HEK293T DAGLB membrane lysate, EnzChek fluorogenic substrate; inhibition, % at 5.17 µM; actives 0.059% (n = 340,000); AID 504411, 2011; in the data active = inhibition above about 34%;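 note: 0% = enzyme with vehicle and 100% = wells lacking enzyme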
NSD2 inh: NSD2 histone methyltransferase inhibitors, primary screen, biochemical, AlphaScreen, single concentration, set 2 | Histone-lysine N-methyltransferase NSD2 (Homo sapiens), O96028 | NSD2 peptide methylation, 120 min | actives 0.54% (n = 310,000) | inhibition, % at 12.5 µM | AID 743445, 2014; in the data active = inhibition above about 50%
SR-BI uptake up: activators of SR-BI mediated DiI-HDL uptake, primary screen, ldlA[mSR-BI] CHO cells, DiI fluorescence; 3 h; 100 = double the neutral-control signal; activation, % at 12.5 µM; actives 0.096% (n = 320,000); AID 504775, 2011;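 active = mean replicate activation of at least 60% and every replicate at or above 60%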;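 note: 0% = median plate neutral-control signal and 100% = twice that signal; values of inactives mirror those of a sister screen read the other way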
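Material: SR-BI-overexpressing, LDLR-lacking CHO cells; schedule: compound exposure 3 h, 37 °C; reagent: DiI-labelled HDL at 10 µg/mL final; technique: bottom-read fluorescence, 550/595 nm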
PvdQ inh: P. aeruginosa PvdQ acylase inhibitors, primary screen, biochemical, fluorescence, plate reader and imaging, single point | purified PvdQ acylase | AID 488965, 2010 | inhibition, % at 10 µM | actives 0.063% (n = 340,000) | PvdQ acylase [Pseudomonas aeruginosa LESB58]; in the data active = inhibition above about 30%, passing the limit was not always enough;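 note: 0% = vehicle neutral wells and 100% = reference inhibitor wells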
RTF Ca sens inh: cardiac RTF calcium sensitivity inhibitors, primary screen, biochemical, IANBD-TnC fluorescence, EC70 calcium; actives 0.12% (n = 340,000); Troponin I, cardiac muscle (Homo sapiens) + Troponin T, cardiac muscle (Homo sapiens) + …; inhibition, % at 7.15 µM; IANBD-labeled cardiac RTF, Ca2+ fluorescence;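 active = inhibition above the mean inhibition of all tested compounds plus 3 SD, cut at about 17% in these data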;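 note: assay run at fixed EC70 calcium of 1.6 mM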
LANA DNA inh: inhibitors of KSHV C-LANA binding to DNA, primary screen, biochemical, fluorescence polarization, FAM-LBS DNA, MBP-C-LANA, single point; Kaposi's sarcoma herpesvirus LANA C-terminal domain (residues 932-1162) DNA binding; inhibition, % at 9 µM; actives 0.078% (n = 340,000); AID 504423, 2011;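 active = highest replicate inhibition at or above 60% at 9 µM, even if other replicates fall short; inactive = all replicates below 60% inhibition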;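 note: 0% = neutral control wells and 100% = 4 µM acridine orange control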
Numbers without * were called inactive; · = not tested or not shown.

SMILES	Keap1 Nrf2 FP	Arr AP2 block	SR-BI DiI inh	PKA-R2B activ	DAGLB inhibitor	NSD2 inh	SR-BI uptake up	PvdQ inh	RTF Ca sens inh	LANA DNA inh
CCOC(=O)CN(c1ccccn1)S(=O)(=O)c1ccccc1	2	8	-17	5	1	-7	17	-15	-4	1.1
O=C(c1ccco1)N1CCN(S(=O)(=O)c2ccc3[nH]c(=O)oc3c2)CC1	1	24	-18	-8	-4	26	18	6	-4	-0.5
O=[N+]([O-])c1ccc(NCCNS(=O)(=O)c2ccccc2)c(C(F)(F)F)c1	0	-6	20	2	-5	6	-20	-1	-5	-0.5
COc1ccc(C2=NOC(C(=O)N3CCOCC3)C2)cc1OC (configuration not stated)	-4	1	18	10	0	-6	-18	-10	-8	-0.7
Cc1ccc(S(=O)(=O)N(C)C2(C)CCS(=O)(=O)C2)cc1 (configuration not stated)	-1	8	-38	-1	-2	-1	38	-16	-4	0.1
COC(=O)c1cc(C(=O)c2cccc(Cl)c2Cl)cn1C	3	8	7	4	0	8	-7	-1	-13	-0.1
Clc1ccc(-c2cc3ccccc3nc2N2CCOCC2)cc1	1	42	52	·	·	-22	-52	4	·	0.2
CC(C)(C)NC(=O)CSc1nncn1NCc1ccccc1	-3	-11	-4	9	-1	-7	4	-14	-8	-3.0
COc1ccc(OC)c(C2C(C(C)=O)=C(O)C(=O)N2c2ccc(O)cc2)c1 (configuration not stated)	-2	3	·	-6	0	-1	·	-14	-57	0.4
CC(=O)N1CC[n+]2c(-c3ccc([N+](=O)[O-])cc3)csc21	-5	13	11	6	-6	7	-11	9	-2	0.4
Cc1cc([N+](=O)[O-])ccc1NC(=O)Cc1ccc(F)cc1	-3	-3	-33	-2	-2	·	33	-8	3	1.9
CCN1CC=C2C(C#N)=C(N)C(C#N)(C#N)C(CCc3ccccc3)C2C1 (configuration not stated)	22*	0	13	1	0	-4	-13	1	-41	54
CCOc1ccc(CNC(=O)CN2C(=O)C(c3ccccc3)Oc3cccnc32)cc1 (configuration not stated)	-3	3	30	1	-3	-1	-30	-4	-6	-1.5
Cc1csc(Nc2cccc3ccccc23)n1	-2	3	19	1	2	3	-19	15	-14	-1.3
CCSCc1nnc(SCC(=O)Nc2nc3ccccc3s2)n1C	2	-40	9	-1	1	-1	-9	-7	10	0.6

Individual results from the entries so far:
DAGLB inhibitor, `COc1ccc(OC)c(C2C(C(C)=O)=C(O)C(=O)N2c2ccc(O)cc2)c1` (configuration not stated) = 0
SR-BI uptake up, `O=C(c1ccco1)N1CCN(S(=O)(=O)c2ccc3[nH]c(=O)oc3c2)CC1` = 18
DAGLB inhibitor, `CC(C)(C)NC(=O)CSc1nncn1NCc1ccccc1` = -1

Next part:
SMILES	Keap1 Nrf2 FP	Arr AP2 block	SR-BI DiI inh	PKA-R2B activ	DAGLB inhibitor	NSD2 inh	SR-BI uptake up	PvdQ inh	RTF Ca sens inh	LANA DNA inh
Cn1c(=O)[nH]c(=O)c2c1nc(CN1CCN(c3cccc(Cl)c3)CC1)n2CCN1CCOCC1	4	-11	-45	-10	3	1	45	-11	-9	-0.8
O=C(NCCc1ccc(Cl)cc1)c1cnc2n(c1=O)CCS2	1	3	-18	-4	1	·	18	1	-2	0.9
COCCNc1nc2c(S(=O)(=O)c3cc(C)ccc3C)nnn2c2ccccc12	0	-4	-1	5	0	-3	1	1	4	0.8
COc1cccc2cc(C(=O)N3CCCCCCC3)c(=O)oc12	-1	-9	-25	-11	1	-1	25	-10	-3	1.0
O=C(Nc1nnc(-c2cccs2)o1)C1CC1	-1	23	27	-1	0	·	-27	0	-2	0.7
Cc1ccc(N2C(=O)N3[C@H]4c5ccccc5OC[C@@H]4[C@@H](c4ccccc4)[C@@]3(C)C2=O)cc1	-2	-1	38	-10	-11	·	-38	-9	-1	0.8
CC1CCN(Cc2c(C(=O)N/N=C/c3cc(Cl)ccc3O)nnn2-c2nonc2N)CC1	2	9	18	14	7	-6	-18	3	3	1.0
O=C(O)c1cc(-n2[nH]c(=O)c3ccccc3c2=O)ccc1Cl	-10	-2	2	12	-3	-3	-2	-8	-8	1.2
COc1ccc(-c2nc3cnccn3c2Nc2ccc(C)cc2)cc1	-6	6	34	-5	3	·	-34	-2	0	-1.8
Cc1ccc(S(=O)(=O)N2CCCC(C(=O)N3CCN(C)CC3)C2)cc1 (configuration not stated)	0	-4	2	-20	1	-1	-2	-16	-3	0.7
O=[N+]([O-])c1cc(-c2cnc3ccccc3n2)ccc1Oc1ccc(Br)cc1	-3	27	9	-10	-24	0	-9	0	-4	-0.3
CC1=C(C(=O)Nc2ccccc2)C(c2ccco2)NC(=O)N1 (configuration not stated)	1	1	-10	0	-2	-10	10	-17	-7	1.4
COc1ccc(N2C(=O)CC(N3CCN(S(=O)(=O)c4c(C)cc(C)cc4C)CC3)C2=O)cc1 (configuration not stated)	-6	-4	49	-4	-3	-4	-49	-8	-6	-1.7
O=C(c1ccc(F)cc1F)N1CCCC(c2nc(-c3cccs3)no2)C1 (configuration not stated)	4	2	0	-2	-5	8	0	0	-3	5.6
CCN(C(=O)c1cnc(OC)cc1C(F)(F)F)c1ccc(Cl)cc1Cl	-4	-1	-7	2	1	-4	7	-5	-15	-2.1

An excerpt of these results, as comma-separated lines.
compound,Keap1 Nrf2 FP,Arr AP2 block,SR-BI DiI inh,PKA-R2B activ,DAGLB inhibitor,NSD2 inh,SR-BI uptake up,PvdQ inh,RTF Ca sens inh,LANA DNA inh
CC1CCN(Cc2c(C(=O)N/N=C/c3cc(Cl)ccc3O)nnn2-c2nonc2N)CC1,2,9,18,14,7,-6,-18,3,3,1.0
O=C(NCCc1ccc(Cl)cc1)c1cnc2n(c1=O)CCS2,1,3,-18,-4,1,·,18,1,-2,0.9

(next part)
SMILES	Keap1 Nrf2 FP	Arr AP2 block	SR-BI DiI inh	PKA-R2B activ	DAGLB inhibitor	NSD2 inh	SR-BI uptake up	PvdQ inh	RTF Ca sens inh	LANA DNA inh
CC(=O)Nc1cccc(NC(=O)CSc2nnc(Cc3cccn3C)n2-c2ccc(C)cc2)c1	-2	11	16	-8	4	15	-16	-6	-17	-1.2
COc1ccccc1C1=NOC(Cn2c(NCCCO)nc3c2c(=O)n(C)c(=O)n3C)C1 (configuration not stated)	-5	-16	-13	0	2	4	13	-8	2	1.7
Cc1ccc(CN2C(=O)C(Cc3ccccc3)Nc3ncnc(N4CCCCC4)c32)cc1 (configuration not stated)	-8	-5	-23	-10	-1	·	23	-7	3	-1.7
COc1ccc(CCN(Cc2cccs2)S(=O)(=O)c2ccc(-n3cnnn3)c(OC)c2)cc1OC	-5	7	36	-2	-2	0	-36	-19	-10	-2.2
O=C(NNC(=O)c1ccc(-c2ccccc2)cc1)Nc1ccccc1F	3	48	-11	4	-1	-2	·	-9	-3	1.5
Cc1ccc2nc(-c3ccccc3C)oc(=O)c2c1	0	24	-24	3	-10	-4	24	1	5	-0.5
O=C(Cc1ccccc1)NCc1ccc(-n2cccc2)cc1	3	0	7	8	0	-2	-7	-3	5	-1.2
O=S(=O)(Nc1ccccc1O)c1ccc(Cl)nc1	5	27	-7	6	1	-1	7	8	2	1.2
CC(OC(=O)CCCN=C1NS(=O)(=O)c2ccccc21)C(=O)Nc1ccc(F)cc1Cl (configuration not stated)	-6	-3	10	-4	1	-2	-10	-13	-11	0.5
CC1CCCN(C(=O)CNC(=O)c2ccco2)C1 (configuration not stated)	3	-3	0	0	-2	0	0	4	0	4.2
Cn1cccc1/C=C1\SC(=Nc2ccccc2)NC1=O	-3	-2	17	-10	-3	5	-17	-14	0	-4.9
Cc1n[nH]c(C)c1S(=O)(=O)N1CCC(C(=O)N2CCn3c2nc2ccccc23)CC1	0	0	3	-8	0	0	-3	-7	1	0.6
O=C(COc1ccc(F)cc1Br)NCC1COc2ccccc2O1 (configuration not stated)	1	0	4	-8	-11	-2	-4	-8	4	0.7
CCc1ccc(CNC(=O)c2ccc(OC3CCN(C(=O)COC)CC3)cc2)nc1	0	19	-5	1	-1	-3	5	-4	5	0.4
CCOC(=O)c1ccc(CSC(=N)N)o1	-3	-10	-9	-3	1	1	9	-14	0	0.0
COc1ccc(NC(=O)CSc2nc(N)c3cc4c(nc3n2)CCCC4)c(OC)c1	0	11	-13	9	1	0	13	4	3	0.9
CCOc1ccc(C(=O)N2CCCC2C(=O)O)cc1 (configuration not stated)	-1	6	-7	-6	2	·	30	-2	-23	3.9
O=C(NCCc1ccccc1)C1CC(=O)N(c2ccc3c(c2)OCCO3)C1 (configuration not stated)	1	20	-3	-4	4	-3	3	-8	-9	1.3
Cn1c(=O)n(CC(=O)NCC2CCCO2)c(=O)c2c3c(sc21)COC(C)(C)C3 (configuration not stated)	0	2	2	-1	1	-11	-2	-11	-6	-0.4
COc1ccccc1CNC(=O)CN1CCC(n2cnc3cc(F)ccc32)CC1	3	3	9	-12	1	-2	-9	-1	-6	1.8
Cc1c(NC(=O)CCSCCc2ccccn2)cccc1[N+](=O)[O-]	-2	3	-6	-5	-3	-3	6	-19	-5	-0.1
Cc1cccn2c(=O)c(C=NCCO)c(NCc3ccco3)nc12	0	3	5	-11	-3	-2	-5	6	-1	1.8
COc1ccc(C(=O)NCC(c2cccs2)N2CCc3ccccc32)cc1OC (configuration not stated)	3	-5	15	-10	6	-3	-15	-7	10	-0.7
COC(=O)c1ccc(/C=C/C(=O)c2cccc(OC)c2)cc1	-7	-4	3	2	0	10	-3	-16	3	-0.2
CCN1C(=O)[C@@H]2[C@H](C1=O)[C@@H]1C(=O)Nc3ccccc3C(=O)N1[C@@H]2c1cccc(Cl)c1	1	7	-7	2	0	·	7	8	-30	0.0
CC(=O)N1C(C)(C)CC(=NOC(=O)c2ccccc2)CC1(C)C	-3	1	-9	3	0	-2	9	-13	-1	-1.4
Cc1ccc(CNC(=O)CS(=O)(=O)CC(=O)O)cc1	1	-4	-6	-12	1	-1	6	-9	-5	-0.2
CCCSc1nnc(CSc2nc3ccccc3s2)n1-c1ccccc1	0	26	-16	-11	-4	2	16	3	0	-0.1

Screens deposited in PubChem by several laboratories.
